eIF4E-4G inh: blocks eIF4E binding to eIF4G; P63073+Q04637; TR-FRET eIF4E-eIF4GI(517-606) binding, 2 h; inhibition, % at 21.7 µM; 0.37% of 220,000 active;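 further: 0% = full FRET control wells and 100% = background wells lacking eIF4GI fragment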
NCF1 inh: p47phox (human) inhibition. P14598. p47phox/p22phox peptide binding, fluorescence polarization, 2 h. inhibition, % at 24.7 µM. 0.53% of 220,000 active;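 further: 0% = p47phox with labelled peptide and 100% = labelled peptide alone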
hK5 inh: blocks human kallikrein 5 protease activity. Q9Y337. recombinant hK5, fluorogenic AMC substrate cleavage. inhibition, % at 5 µM. 0.59% of 210,000 active;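 active means inhibition of 40% or more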;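 further: 0% = enzyme controls without compound and 100% = no-enzyme blanks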
Target sequence (Q9Y337 67-293 limits assumed): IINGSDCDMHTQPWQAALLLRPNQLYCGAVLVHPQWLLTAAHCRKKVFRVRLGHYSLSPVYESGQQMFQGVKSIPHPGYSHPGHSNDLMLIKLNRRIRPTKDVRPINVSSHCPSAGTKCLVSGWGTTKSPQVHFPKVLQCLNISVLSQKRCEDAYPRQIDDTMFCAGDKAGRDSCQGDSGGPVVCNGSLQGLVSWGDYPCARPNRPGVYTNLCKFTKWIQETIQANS
Furin inh: human furin inhibition; purified furin, fluorogenic substrate cleavage; inhibition, % at 30 µM; 0.061% of 220,000 active; AID 463115; in the data active means inhibition above about 25%; further: inactives centre near -15
Thrombin inh: inhibitors of human thrombin | P00734 | alpha-thrombin, Boc-VPR-AMC fluorogenic substrate cleavage | inhibition, % at 5 µM | 0.26% of 220,000 active;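 active means inhibition at or above 40%; inactive means inhibition below 40%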;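 further: 0% = enzyme with no compound and 100% = wells without enzyme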
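System – human alpha-thrombin protein · Reagent – Boc-VPR-AMC substrate, 15 µM final · Compound – 5 µM single dose in 0.2% DMSO · Schedule – reaction at room temperature · Technique – AMC fluorescence at 355 nm excitation and 460 nm emission · Read-out basis – % inhibition relative to enzyme controls and enzyme-free blanks · Control set – no-compound enzyme wells and no-enzyme blanks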
EBV gp42 block: EBV gp42 inhibition; Q1HVG2; AID 1085; Fluorescence polarization binding assay, mP read-out; 0.42% of 220,000 active; inhibition, % (tested at 21.74 µM); in the data active means inhibition above about 50%
Target sequence (Q1HVG2 whole entry, looked up): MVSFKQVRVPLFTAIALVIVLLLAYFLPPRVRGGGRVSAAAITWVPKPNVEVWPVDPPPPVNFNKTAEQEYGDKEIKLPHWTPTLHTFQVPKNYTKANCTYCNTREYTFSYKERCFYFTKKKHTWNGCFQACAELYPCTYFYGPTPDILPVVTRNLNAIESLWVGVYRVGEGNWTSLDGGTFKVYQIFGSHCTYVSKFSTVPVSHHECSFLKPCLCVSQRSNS
Cl transport mod: modulators of human KCC2 chloride dependent transport; B-score of Tl+ flux slope (higher = more flux/activation; lower = inhibition) at 10 µM; 2.2% of 190,000 active; Q9H2X9; KCC2 cells, thallium flux FluoZin-2 fluorescence;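 active means thallium flux slope and its plate-corrected score both differing from the plate sample mean at a set confidence after two filtering rounds, in either direction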;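 further: slope of fluorescence scaled to starting intensity during 10 to 20 s after thallium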
14-3-3 Bad PPI: disrupts binding of bovine 14-3-3 zeta to phospho-Bad peptide | P63103 | TR-FRET 14-3-3zeta/Dy647-pBad peptide displacement, 1 h | inhibition, % at 21.7 µM | 0.71% of 220,000 active | AID 781;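 active means inhibition above about 70%, limit read from the data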;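 further: 0% = full 14-3-3 plus peptide FRET controls and 100% = background without 14-3-3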
Target sequence (P63103 whole entry, looked up): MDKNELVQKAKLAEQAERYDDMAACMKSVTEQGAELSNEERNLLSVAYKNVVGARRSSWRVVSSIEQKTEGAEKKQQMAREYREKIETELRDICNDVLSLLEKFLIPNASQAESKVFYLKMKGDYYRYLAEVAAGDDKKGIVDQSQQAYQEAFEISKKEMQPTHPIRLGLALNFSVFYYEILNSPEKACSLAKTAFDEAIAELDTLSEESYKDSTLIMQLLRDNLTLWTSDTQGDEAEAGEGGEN
Rad51 HR inh: blocks human Rad51 in homologous recombination; Q06609; AID 1385; hRad51 DNA strand exchange, fluorescence dequenching; 0.085% of 200,000 active; inhibition, % at 10 µM;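 active means inhibition above 40% at the single screening dose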;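 further: 0% = DMSO control wells and 100% = blanks with heterologous ssDNA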
Target sequence (Q06609 whole entry, looked up): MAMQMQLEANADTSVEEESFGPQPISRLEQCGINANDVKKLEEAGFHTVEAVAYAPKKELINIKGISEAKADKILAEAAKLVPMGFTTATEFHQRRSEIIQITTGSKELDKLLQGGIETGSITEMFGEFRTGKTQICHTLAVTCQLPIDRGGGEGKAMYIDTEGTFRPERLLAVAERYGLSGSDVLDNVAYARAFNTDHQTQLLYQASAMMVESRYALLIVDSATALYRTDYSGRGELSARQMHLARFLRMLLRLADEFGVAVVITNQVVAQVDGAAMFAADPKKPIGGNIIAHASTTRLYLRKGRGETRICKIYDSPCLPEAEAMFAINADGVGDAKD
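Read-out basis: percent inhibition relative to plate controls and blanks / Assay system: human Rad51 nucleoprotein filaments preassembled on unlabelled ssDNA / Timing: filaments 15 min 37 °C, then compound 30 min / Control set: per-plate controls and blanks / Technique: fluorescence dequenching at 485/520 nm / Compound: 10 µM final, single point / Also added: Fluorescein- and BHQ1-tagged 47-mer duplex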
Numbers without * were called inactive; x = no result given; [ ] = remark or other dose.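 How the source made its calls, unless noted: active means inhibition above about 30% (limit read from the data); inactive means the rest.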

SMILES	eIF4E-4G inh	NCF1 inh	hK5 inh	Furin inh	Thrombin inh	EBV gp42 block	Cl transport mod	14-3-3 Bad PPI	Rad51 HR inh
CNC(=O)CN(C)S(=O)(=O)c1ccc(OC)c(Cl)c1	-2[fluorescence artefact?]	-9	-5	1[20 µM]	2	-15	x	3[fluorescence artefact?]	3
C#CCOC(=O)Nc1ccc(OCC(F)(F)F)nc1	-1	-14	0	-13	-4	-11	-0.89	-7	23
CCN(CC)S(=O)(=O)c1ccc(-c2nnco2)cc1	0	1	8	-18	-4	-7	-0.24	-9	7
NC(=O)C1(N2CCCCC2)CCN(Cc2ccc(F)cc2)CC1	-4	5	49*	-16[20 µM]	23	5	-2.7	-18	-1
N#CC1(c2ccccc2)CCCN1C(=O)c1ccc(Br)o1 (stereo unspecified)	-11	-11	-25	-11	-1	-1	-1.5	2	5
CCOC(=O)c1ccc(NC(=O)C2CCC(CNc3c(N4CCOCC4)c(=O)c3=O)CC2)cc1 (stereo unspecified)	-1	-1	1	-13	0	-6	0.33	3	17
C=CCn1c(COc2ccccc2)nnc1SCC(=O)NCC(=O)OCC	-3	-3	-24	-8	-13	-2	x	-9[fluorescence artefact?]	-1
Cc1cc(=O)c2cc(Br)ccc2n1CC(=O)NCc1ccccc1	2	-6	-3	-16	-1	-14	-0.53	3	13
COc1ccc(Cl)cc1C(=O)NC(=S)Nc1cc(-c2nc3ccccc3[nH]2)ccc1C	0	-30	3	-15	2	-9	-0.89	49	-15
O=C(CN1CCCCC1)Nc1c2c(nc3ccccc13)N(c1ccccc1)CC2	8	23	0	-13	-9	-26	0.05	71*	-1
COCCNc1nc(CSc2ccccc2)nc2sc(C)c(C)c12	-2	-4	-12	-11	-18	6	-0.047	7	-1
COC(=O)c1ccc(N2CCN(C(C)=O)CC2)c(NC(=O)COc2ccccc2C)c1	3	0	10	-22	-1	-10	-1.3	-18	8
O=C(Nc1cc(S(=O)(=O)N2CCOCC2)ccc1N1CCOCC1)c1cn2ccccc2n1	3	-2	2	-25	0	-4	0.059	-7	-97
O=C(Nc1ccc(CN2CCCCC2)cc1)c1ccc2c(c1)OCO2	4	-7	-13	-20[20 µM]	-12	-2	x	16	-2
CC(C)n1c(O)c(N=NC(=O)CNC(=O)CCc2ccccc2)c2ccccc21	-1	-63	-2	2	-9	0	1.9	-11	x
CCOc1ccc(-n2cnc3scc(-c4ccc(OC)c(OC)c4)c3c2=O)cc1	0	3	2	-31	-3	-8	0.11	1	0
Cc1cc(C)c(S(=O)(=O)n2ccc(-c3ccc(OCCN(C)c4ccccn4)cc3)n2)c(C)c1	-2	3	-6	-11[20 µM]	-6	-1	x	30	4
COc1cc(C(=O)NCc2ccccc2)ccc1OC(F)F	8	-1	-14	-13	-13	-14	1.2	1	-8
Cn1c(CNC2CCCCC2)c(C#N)c2ccccc21	3	-18	1	-22[20 µM]	0	-1	-0.45	4	7
CN=c1scc(-c2ccc([N+](=O)[O-])cc2)n1/N=C/c1ccco1	-3	-47	1	-20	-1	-21	0.19	-5	-6
C=CCOC(=O)C1=C(C)Nc2nc3ccccc3n2C1c1ccncc1 (stereo unspecified)	1[fluorescence artefact?]	2	-4	-37	1	12	-1.5	-10	-35
CCCCC(=O)Nc1ccc(C(=O)Nc2nc(CC(=O)OCC)cs2)cc1	-5[fluorescence artefact?]	4	-9	-8[20 µM]	-6	-8	-0.072	0[fluorescence artefact?]	-7
C=CCN(c1ccccc1)S(=O)(=O)c1c(C)[nH]c(=O)[nH]c1=O	1	-10	-9	-22	6	-11	0.052	-4	17
CCOC(=O)N1CCN(S(=O)(=O)c2ccc(F)c(C(=O)Nc3ccc(C(C)C)cc3)c2)CC1	6	-4	-10	-28	-3	11	-1.1	-4	x
CCn1c(=O)cc(O)c2c(=O)n(C)c(=O)n(C)c21	-10	-13	-3	-15	3	-24	1.9	-4	x
CN(C)S(=O)(=O)c1cccc(C(=O)Nc2cc(Cl)ccc2O)c1	-1	-10	-1	-27[20 µM]	-3	-7	0.34	8	-6
O=c1cc(-c2ccccc2)[nH]c2nc3ccccc3n12	4	-22	-52	-10[20 µM]	-3	-21	-0.09	4	4
NC(=O)CCCc1nc(-c2ccccc2Cl)no1	0	-10	-3	-10[20 µM]	-4	4	0.64	-10	-2
Cc1ccc(NC(=O)c2cc(-n3cnnc3)ccc2Cl)c(C)c1	0	42*	-2	-5	-1	-22	-0.17	-3[fluorescence artefact?]	10
FC(F)(F)c1cccc(NC(=S)NCc2ccc(Cl)cc2)c1	-2	-6	3	-19	-9	2	0.18	-6	-9
Cc1cc(NC(=O)Nc2ccccc2)n(-c2ccccc2)n1	4[fluorescence artefact?]	-13	-19	-14[20 µM]	-3	-11	x	-8	x
Cc1ccc(C(=O)c2ccccc2C(=O)OCC(=O)Nc2ccc(SC(F)F)cc2)cc1	-2	-34	-16	-1	-7	-7	-0.47	-4	9
COc1ccc(-n2cc(-c3ccccc3)[nH]c2=S)cc1	-1	-1	-8	-24	-8	-6	18*	-4	1
O=C(NS(=O)(=O)c1ccccc1)c1ccccc1F	-16[fluorescence artefact?]	7	-15	-10[20 µM]	1	-5	-0.48	9	0
CCC(C)c1ccc(NC(=O)CN(C)CC(=O)Nc2cccc(OC)c2)cc1 (stereo unspecified)	1	1	12	-16	-2	2	0.44	2	29
CCOC(=O)n1c(=O)n(Cc2cccc(C)c2)c2ccccc21	5	5	2	-14	3	-15	-0.052	2	-17
COc1ccc(Cn2c(-c3ccco3)nc3oc4ccccc4c(=O)c3c2=O)cc1	14[fluorescence artefact?]	-15	-32	-18[20 µM]	3	-6	0.15	-6[fluorescence artefact?]	-2
Cc1cc(NCCO)nc(-n2nc(C)cc2C)n1	0[fluorescence artefact?]	0	-9	-7[20 µM]	5	-9	1.5	-6[fluorescence artefact?]	x
COc1ccc(NC2SC(=O)N(CC(=O)O)C2=O)cc1 (stereo unspecified)	5	-15	1	-32	0	-23	0.81	10[fluorescence artefact?]	1
Cc1[nH][nH]c(=O)c1C(c1ccc(-c2cccc(C(=O)O)c2)o1)c1c(C)[nH][nH]c1=O	3	-11	-1	-22	-7	-16	0.76	5	0
Cc1cc(C)n(S(=O)(=O)c2ccc3ccccc3c2)n1	-4	7	-1	-19	-7	0	x	6	-2
CC(C)Cc1nc(C#N)c(N2CCC(C(N)=O)CC2)o1	2[fluorescence artefact?]	-8	0	-10	2	-11	x	6	-29
[O-]c1n[n+](-c2ccc(Cl)cc2)cc2ccccc12	10	0	4	-30	-3	-16	1.5	16	5
O=C(Cc1nc2ccccc2[nH]1)c1ccc([N+](=O)[O-])cc1	0	-13	-17	-7	4	-8	-1.1	-13	-5
O=C(C[n+]1cccc(CNC(=O)c2ccc(OC(F)F)cc2)c1)c1ccccc1	-2	-6	3	-17	1	-15	1.9	-11	11
COc1ccc(C(=O)NNC(=O)C(=O)Nc2ccc(C)c(Cl)c2)cc1	-3	12	0	-25	1	-16	47*	-4	-4
O=[N+]([O-])c1ccc(Nc2ccccc2F)nc1	-1	-3	-2	-4	-12	7	-0.02	-7	-2
O=Cc1ccc(OC(=O)C2CC(=O)N(c3ccc(F)cc3)C2)cc1 (stereo unspecified)	5	-3	-5	-13[20 µM]	0	6	x	4	5
CCN1CCCc2cc(CN(CCN3CCOCC3)C(=S)Nc3ccc(OC)cc3)ccc21	-3	-8	-15	-14	7	-3	0.38	-2	14
CC(=O)c1ccc(NC(=S)NCc2ccco2)cc1	2	-2	-3	-17	-4	-13	0.056	-13	16
CN(C)CCN(C(=O)c1ccc(Br)s1)c1nc2cc3c(cc2s1)OCCO3	-5	-6	0	-22	-5	-8	-0.33	-3	5
CC(C)(C)n1ncc2c(=O)n(Cc3cccc(Cl)c3)cnc21	1	-2	11	-41	-11	-3	-1.3	-20	27
Cc1ccccc1-c1nnc(-c2cccs2)o1	1	-16	-9	-23	2	-6	-2	-13	4
Clc1cccc(Cl)c1COn1nnc2ccccc21	-2	6	35	-6[20 µM]	13	-2	1.3	-3	-5
O=S1(=O)C=C(Sc2nnc(-c3ccccc3)o2)c2ccccc21	-6	-9	-7	-28	-4	-27	0.76	1	x
CCOC(=O)c1cnc2nc(Cc3ccccc3)[nH]n2c1=O	-2[fluorescence artefact?]	2	-3	-3	-9	-26	-0.27	21[fluorescence artefact?]	0
CN(Cc1ccccc1)C(=O)CCS(=O)(=O)c1ccc2c(c1)n(C)c(=O)c(=O)n2C	-4	-9	-2	-28	4	-11	-0.92	7[fluorescence artefact?]	1
CC(C(=O)NCC1CCCCC1)N(C)CC(=O)Nc1ccc(N2CCOCC2)cc1 (stereo unspecified)	5	-7	-3	-26	-12	-15	0.79	-17	-4
CC(Sc1ccsc1[N+](=O)[O-])C(=O)NCCc1ccc(Cl)cc1 (stereo unspecified)	7	4	5	-12[20 µM]	-4	6	-2.6	-3	-3
COc1ccc(-c2ccnc3c(C#N)cnn23)cc1	8	-2	-37	-49	-15	-10	-1.5	3	-25

New compounds follow:
SMILES	eIF4E-4G inh	NCF1 inh	hK5 inh	Furin inh	Thrombin inh	EBV gp42 block	Cl transport mod	14-3-3 Bad PPI	Rad51 HR inh
Cc1ccc(S(=O)(=O)N(C)C)cc1NC(=O)COC(=O)c1ccc2c(c1)OCO2	-5	-24	-10	-17	-2	-27	-0.22	7[fluorescence artefact?]	7
COc1ccc(NC(=O)CSc2nc3c(cc2C#N)CN(C)CC3)cc1	3	-4	-6	x	3	10	x	8	-3
COc1ccc(Cn2c(CCC(=O)NCc3ccco3)nc3cccnc32)cc1	-2[fluorescence artefact?]	-14	-1	-15	5	-20	x	0[fluorescence artefact?]	x
COc1cccc(CNc2ccc(F)c([N+](=O)[O-])c2)c1O	7	-7	1	-25	-4	9	0.15	1	-10
Cc1cccc(NC(=O)c2cccc(N3C(=O)C4C5CCC(C5)C4C3=O)c2)c1C (stereo unspecified)	-14	1	-16	-20[20 µM]	-6	-7	6.2*	-1	5
CCOC(=O)c1c(C)c(C(=O)NCc2ccccc2OC)c(C)n1C	-2	1	19	-28	-1	-10	x	6	-2
Cc1ccc(NC(=O)CCN2CCN(CCO)CC2)cc1Br	-1	-10	0	-33	-2	-20	-0.55	7	x
O=C(Nc1ccccc1)N1CCc2ccccc2C1	-5	-7	-8	-12[20 µM]	-2	-8	x	17[fluorescence artefact?]	-3
Cc1ccc(CCN=c2c([N+](=O)[O-])nn(-c3ccccc3)n2O)cc1	4	-4	-1	-21	0	0	0.67	-3	6
CC(C)C(=O)Nc1ccc2c(c1)nc(CCN1CCN(C)CC1)n2C	-1[fluorescence artefact?]	-7	5	-12[20 µM]	0	-14	x	-6[fluorescence artefact?]	3
O=C1NC2(O)C(=O)c3ccccc3C2(O)N1 (stereo unspecified)	3	-12	-1	-2	-8	0	0.97	-14	-34

Complete entries, looked up by structure. Screens in order: eIF4E-4G inh, NCF1 inh, hK5 inh, Furin inh, Thrombin inh, EBV gp42 block, Cl transport mod, 14-3-3 Bad PPI, Rad51 HR inh
Shown for Cc1cccc(NC(=O)c2cccc(N3C(=O)C4C5CCC(C5)C4C3=O)c2)c1C (stereo unspecified) = -14, 1, -16, -20[20 µM], -6, -7, 6.2*, -1, 5
Shown for Cc1ccc(NC(=O)CCN2CCN(CCO)CC2)cc1Br = -1, -10, 0, -33, -2, -20, -0.55, 7, x
Shown for COc1cccc(CNc2ccc(F)c([N+](=O)[O-])c2)c1O = 7, -7, 1, -25, -4, 9, 0.15, 1, -10
Shown for CCOC(=O)c1c(C)c(C(=O)NCc2ccccc2OC)c(C)n1C = -2, 1, 19, -28, -1, -10, x, 6, -2
Shown for COc1ccc(NC(=O)CSc2nc3c(cc2C#N)CN(C)CC3)cc1 = 3, -4, -6, x, 3, 10, x, 8, -3

Bioassay records: PubChem, several laboratories
